tuberculosis growth = growth inhibition of non-replicating M. tuberculosis (AID 488890); hit rate 0.39% among 320,000; one-dose inhibition, % at 25 µM; IC50 in µM for titrated hits; Mycobacterium tuberculosis non-replicating, growth inhibition; higher % means a stronger effect; in the data active means a potency from the dose series; inconclusive means inhibition mostly from about 82% at the one dose, without a potency; inactive means the rest, 99 in 100 with inhibition below about 76%;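 further: plate controls were DMSO cells for no effect and high antibiotic wells for full effect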
VEEV TC-83 Vero = inhibitors of VEEV TC-83 cytopathic effect, confirmation, Vero cells (AID 588727) | one-dose inhibition, % at 20 µM; IC50 in µM for titrated hits | hit rate 0.13% among 350,000 | Vero cells, VEEV TC-83 cytopathic effect inhibition; higher % means a stronger effect; in the data active means a potency from the dose series; inconclusive means inhibition mostly from about 14% at the one dose, without a potency; inactive means the rest, 99 in 100 with inhibition below about 12%; further: strong numbers were not always called active
H37Rv inhibition = M. tuberculosis growth inhibition, HTS (AID 449762); hit rate 0.59% among 330,000; M. tuberculosis H37Rv growth inhibition, 7H9 media; higher % means a stronger effect; inhibition, % at 25 µM, or IC50 in µM where a hit was titrated; in the data active means a potency from the dose series; inconclusive means inhibition above about 70% without an active follow-up result;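 further: bacterial growth assessed after seven days of incubation; strong numbers were not always called active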
PhoP GFP inhibition = PhoP regulon inhibitors, Salmonella typhi PhoP promoter GFP reporter, confirmatory (AID 1850); Salmonella Typhi PhoP-promoter GFP reporter, fluorescence, 4 h; higher % means a stronger effect; inhibition, % at 50 µM, or IC50 in µM where a hit was titrated; hit rate 0.33% among 310,000; in the data active means a potency from the dose series; inconclusive means inhibition mostly from about 25% at the one dose, without a potency; inactive means the rest, 99 in 100 with inhibition below about 19%;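 further: 0% = induced wells with vehicle and 100% = uninduced wells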
H1N1 NS1A inhibition = H1N1 influenza NS1A inhibitors, functional cell based assay (AID 504329); NS1A functional cell-based assay, percent inhibition; higher % means a stronger effect; hit rate 0.3% among 340,000; inhibition, % at 12.5 µM, or IC50 in µM where a hit was titrated; in the data active means a potency from the dose series; inconclusive means inhibition above about 27% without an active follow-up result; further: strong numbers were not always called active
VEEV TC-83 Vero 10K pilot screen = second read-out of VEEV TC-83 Vero, no call of its own (marks repeat the call); inhibition, %; measured here: 10K pilot screen inhibition
* marks the source's active call; other numbers are inactive results; i = inactive; ? = inconclusive; / = no result given.

SMILES	tuberculosis growth	VEEV TC-83 Vero	H37Rv inhibition	PhoP GFP inhibition	H1N1 NS1A inhibition	others
CC(=O)Nc1ccc(NC(=O)C(C)OC(=O)/C=C/c2cnc3ccccc3n2)cc1 (stereo not drawn)	-9%	1.2%	-8%	-11%	-13%
COc1ccc(OCC(=O)NC(CC(=O)O)c2ccc(OC)c(OC)c2)cc1 (stereo not drawn)	1%	3.4%	-8%	4%	/
COc1ccc(Br)cc1C(=O)Nc1ccc(N2CCN(S(C)(=O)=O)CC2)cc1	6%	3.0%	-8%	-9%	0%	VEEV TC-83 Vero 10K pilot screen=4.6
COc1ccc(C)cc1NC(=O)CSCc1cc(=O)n2c(C)csc2n1	/	4.7%	/	/	-7%
CCn1nnnc1SCC(=O)c1ccc(C)cc1	22%	3.3%	5%	3%	-11%
COc1ccc(C(O)P(=O)(OC2CCCCC2)c2ccc(N(C)C)cc2)cc1OC (stereo not drawn)	14%	i	1%	-10%	-5%
Cc1ccc(C(=O)N2CCN=C2SCc2ccc([N+](=O)[O-])cc2)cc1	?	3.5%	8%	-5%	4%
CC1(C)C[C@H]2C3=CCC4[C@@]5(C)CC[C@H](O[C@@H]6O[C@H](C(=O)O)[C@@H](O)[C@H](O)[C@H]6O)[C@@](C)(CO)C5CC[C@@]4(C)[C@]3(C)C[C@H](O)[C@@]2(CO)[C@@H](O)[C@@H]1O (stereo partly drawn)	2%	i	4%	/	6%	VEEV TC-83 Vero 10K pilot screen=0.5
COc1cccc(C(=O)OCCN2CCCCC2)c1	-1%	1.0%	4%	2%	-4%
COc1ccc2c(c1)O[C@@H](c1cccc(C(F)(F)F)c1)[C@H](O)C2=O	75%	0.9%	?	3%	6%
COc1ccc(CNC(=O)C2CCN(S(=O)(=O)c3cc(OC)ccc3OC)CC2)cc1	11%	3.2%	1%	12%	9%
CC(OC(=O)c1ccc2ncsc2c1)C(=O)Nc1ncc(Cl)cc1Cl (stereo not drawn)	0%	0.7%	4%	-2%	-2%
Cc1c(Cl)cccc1NC(=O)c1ccc(-n2ccnc2)nc1	8%	3.5%	6%	-5%	-9%
Cc1oc(-c2ccccc2Cl)nc1CN1CCCC1c1ccc(F)cc1 (stereo not drawn)	8%	i	2%	-6%	-12%	VEEV TC-83 Vero 10K pilot screen=0.3
O=C(NC1CC1)c1nc2c(nnn2Cc2ccccc2Cl)c(=O)[nH]1	/	0.4%	-3%	-1%	-6%
COC(=O)CN1C(=O)N(c2ccccc2)C(N(O)C(=O)Nc2ccccc2)C1(C)C (stereo not drawn)	-14%	0.5%	2%	3%	-5%
NS(=O)(=O)c1ccc(N2CCCC2=O)c([N+](=O)[O-])c1	-9%	0.3%	-7%	-4%	-17%
CCC(C)C(NC(=O)c1ccccc1)C(=O)Nc1ccc(S(=O)(=O)Nc2cc(C)nc(C)n2)cc1 (stereo not drawn)	11%	0.4%	4%	/	11%
CCOC(=O)c1c(C)[nH]c(C(=O)OCc2csc(CC(=O)Nc3ccccc3C)n2)c1C	39%	8.8%	3%	2%	-4%
CC(C)n1nnnc1SCC(=O)N1CCN(Cc2ccc3c(c2)OCCO3)CC1	17%	i	-10%	/	-7%
COc1ccc(CN2C(=O)NC(=O)/C(=C/c3ccoc3)C2=O)cc1	4%	i	4%	-11%	1%
CCN(CC(=O)NCc1ccc(Cl)cc1)C(=O)c1cnc(Cl)c(Cl)c1	6%	0.1%	-2%	0%	-7%
Cc1nc(CCNC(=O)c2cccs2)cs1	-6%	0.1%	-1%	3%	-2%
COC(CNC(=O)Cn1nc(Cc2ccncc2)c2ccccc2c1=O)OC	0%	6.8%	-3%	-2%	-14%
Cc1ncc(CN2CCC(N3CCC(C(=O)N4CCCC4)CC3)CC2)s1	-7%	0.3%	-2%	-4%	-9%
CC(=O)c1c(C)[nH]c(C(=O)CN2C(=O)NC3(CCCCC3C)C2=O)c1C (stereo not drawn)	/	9.9%	/	/	-8%
O=C(OC1CCOC1=O)c1ccc(CO)cc1 (stereo not drawn)	-5%	0.8%	-1%	5%	-1%
c1ccc2c3nnc4n(c-3nc2c1)CCCS4	4%	0.9%	1%	-10%	6%
CCc1ccccc1NC(=O)CN(C)C(=O)CSc1nn(-c2ccccc2)c(=S)s1	3%	1.3%	-7%	-10%	-3%
CCc1ccc(C2NC(=O)c3ccccc3O2)cc1 (stereo not drawn)	-7%	1.5%	10%	-8%	-2%

The list goes on; it opens with the three that closed the last part.
SMILES	tuberculosis growth	VEEV TC-83 Vero	H37Rv inhibition	PhoP GFP inhibition	H1N1 NS1A inhibition	others
c1ccc2c3nnc4n(c-3nc2c1)CCCS4	4%	0.9%	1%	-10%	6%
CCc1ccccc1NC(=O)CN(C)C(=O)CSc1nn(-c2ccccc2)c(=S)s1	3%	1.3%	-7%	-10%	-3%
CCc1ccc(C2NC(=O)c3ccccc3O2)cc1 (stereo not drawn)	-7%	1.5%	10%	-8%	-2%
O=C(Nc1nccs1)C1CCCN1S(=O)(=O)c1ccc(F)cc1 (stereo not drawn)	17%	0.2%	6%	0%	-4%
COc1ccc(OC)c(/C=N\NC(=O)CSc2nnc(CCCc3ccc(OC)c(C)c3)o2)c1	16%	10%	16%	3%	8%
O=S(=O)(Nc1ccc(O)c(NS(=O)(=O)c2ccccc2)c1)c1ccccc1	4%	i	-3%	-6%	6%
CCCCC12CNCC(C)(CNC1)C2=O	0%	i	-8%	-9%	-12%	VEEV TC-83 Vero 10K pilot screen=0.0
Cn1ccnc1Sc1nc(Nc2cccc(Cl)c2)nc(N2CCOCC2)n1	41%	i	60%	3%	3%
COc1ccccc1OCCC(=O)Nc1cccc(S(=O)(=O)N2CCOCC2)c1	-6%	0.1%	-10%	/	-10%
COc1cc(OC)c(NC(=S)Nc2cccc(C(C)=O)c2)cc1Cl	-17%	9.6%	2%	-7%	1%
CCOC(=O)CSCC(=O)Nc1nnc(-c2cccc([N+](=O)[O-])c2)s1	-4%	0.7%	4%	-2%	6%
Cc1ccc(S(=O)(=O)N2CCCN(S(=O)(=O)c3ccccc3Br)CC2)cc1	/	0.1%	/	/	-20%
CCc1nc(SCC(=O)OC)c2c3c(sc2n1)COC(C)(C)C3	-3%	0.5%	-3%	4%	-10%
CC(=O)c1cccc(CN2CCN(CCC(C)C)C(CCO)C2)c1 (stereo not drawn)	5%	i	-9%	2%	-1%
O=C(CCS(=O)(=O)Cc1ccccc1)NCCc1ccccc1	-10%	2.2%	-10%	6%	7%
Cc1cccc(NC(=O)C2CCCN(c3ncnc4c3nc3n4CCCCC3)C2)n1 (stereo not drawn)	19%	7.6%	0%	-2%	-7%
CCC(C)[C@H]1CNCCN1CCc1cccc2ccccc12 (stereo partly drawn)	30%	1.4%	-4%	-3%	3%
COC(=O)c1cc(C(=O)c2c(C)cc3ccccn23)cc([N+](=O)[O-])c1	24%	2.0%	6%	-21%	17%
Cc1ccc(-n2nc(C(N)=O)nc2-c2ccccc2)cc1	13%	i	-4%	-1%	-6%
COC(=O)Cn1c(C)c(C#N)c2ccccc21	64%	0.7%	-4%	6%	11%
CN(CC(=O)Nc1ccc(F)cc1[N+](=O)[O-])Cc1ccccc1	5%	1.6%	6%	-8%	5%
N#CC1=C(N)Oc2c(c(=O)oc3ccccc23)C1c1ccccc1OC(=O)c1cccs1 (stereo not drawn)	11%	i	5%	-3%	-7%
Cc1nn(C)cc1CN(C)C(=O)c1ccc(OC2CCN(Cc3ccccn3)CC2)cc1	-2%	1.9%	1%	3%	-2%
O=C(CCC(=O)c1cccs1)OCC(=O)c1ccc(Cl)s1	34%	0.8%	8%	14%	-11%
COc1cc(N)c(Cl)cc1C(=O)NC1CCN(Cc2ccccc2)CC1	/	i	/	/	-1%
N/C(=N\c1nc2ccccc2o1)NC(=O)c1cccc(Cl)c1	5%	i	-3%	2%	/
CCN(CC(=O)Nc1c(F)cccc1F)C(=O)C1CCN(C(=O)c2ccc(F)cc2)CC1	-2%	1.7%	-3%	2%	-2%
NC(=O)NOCc1ccccc1	-8%	0.4%	1%	5%	1%
COC(=O)C1=C(c2ccc3ccccc3c2)C[C@@H]2CC[C@H]1N2C(=O)NC1CCCCC1	40%	0.2%	2%	/	-10%
CCN(Cc1ccncc1)Cc1ccc(OC)c(OC)c1	7%	i	8%	2%	-6%
Cc1cc(Cl)ccc1NC(=S)NC1CCCC1	?	3.3%	-3%	-3%	-2%
Oc1ccc(CNc2ccccc2O)cc1	73%	3.1%	?	-3%	4%
CCc1sc(C(=O)N2CCN(C(=O)c3ccccc3)CC2)cc1C	-1%	8.5%	3%	/	-10%
Cc1cccc(NC(=O)CCNS(=O)(=O)c2ccc(Cl)cc2)c1	-5%	1.5%	1%	6%	-2%
CN1C(=O)c2cccc3c(S(=O)(=O)N(C)C)ccc1c23	-13%	i	-2%	-5%	-24%
Cc1cccc(NC(=O)c2sc(C)nc2C)c1	-7%	4.9%	-1%	-10%	8%
O=C(NC1CCN(Cc2ccccc2)CC1)C1CCN(S(=O)(=O)c2ccc(Cl)cc2)CC1	8%	0.3%	16%	10%	0%
CC(C)C(NC(=O)c1cccnc1)C(=O)O (stereo not drawn)	-4%	i	0%	1%	0%
Cc1nnc2n1N=CC=C(c1ccccc1)S2	77%	0.4%	-16%	-19%	0%
O=C(CC1SC(=Nc2ccccc2)N(CCCCO)C1=O)NCc1ccccc1 (stereo not drawn)	-12%	3.7%	-1%	-8%	14%
N#CC1(NC(=O)CSc2nc3ccccc3s2)CCCCC1	29%	2.6%	-8%	/	-3%
CCN(C(=O)COC(=O)c1oc2ccc(OC)cc2c1C)C1CCS(=O)(=O)C1 (stereo not drawn)	/	1.9%	/	/	-8%
CC(C)(C)c1ccc(S(=O)(=O)NCc2ccc(C(=O)N3CCCC3)cc2)cc1	-4%	i	-2%	-11%	19%
O=C(C1CC1)N1CCN(c2ccnc3cc(Cl)ccc23)CC1	16%	4.8%	-2%	-7%	-5%
Cc1c(OC(C)C(=O)NCCN2CCOCC2)ccc2c(-c3ccccc3)cc(=O)oc12 (stereo not drawn)	3%	2.4%	4%	7%	1%
CCOc1cc(/C=N\NC(=O)c2ccc(NC(=O)CC)cc2)ccc1OC(=O)c1ccccc1	-16%	8.0%	-8%	-15%	-1%
NS(=O)(=O)c1ccc(CCNC(=O)C(=O)NCC2OCCN2S(=O)(=O)c2ccc(F)cc2)cc1 (stereo not drawn)	6%	1.2%	-5%	0%	1%
O=c1[nH]c2ccc(S(=O)(=O)N3CCCCC3)cc2s1	20%	1.4%	-4%	9%	-10%
COc1ccc(C2Nc3ccccc3NC3=C2C(=O)CC(C)(C)C3)cc1O (stereo not drawn)	-3%	i	1%	-8%	1%
CN(C)c1ccc(CNC(=O)C2CCN(S(=O)(=O)c3ccc4c(c3)CCCC(=O)N4)CC2)cc1	17%	3.0%	0%	-1%	1%
CCCCCOC(=O)CSc1nc2c(c(=O)[nH]c(=O)n2C)n1Cc1ccc(Cl)cc1	27%	0.4%	7%	2%	3%	VEEV TC-83 Vero 10K pilot screen=0.9
COc1ccc(C(=O)Oc2cccc(/C=N/NC(N)=S)c2)cc1	?	3.8%	?	9%	-9%
Cc1ccc(-n2c(C)csc2=N)cc1	32%	1.9%	0%	-1%	-13%
(continued)
SMILES	tuberculosis growth	VEEV TC-83 Vero	H37Rv inhibition	PhoP GFP inhibition	H1N1 NS1A inhibition	others
COC(=O)CN1C(=O)S/C(=C/c2ccc(N3CCCCC3)o2)C1=O	39%	i	-1%	-46%	17%
Oc1ccc(N=Nc2nc(-c3ccccc3)c(-c3ccccc3)[nH]2)cc1	67%	13%	47%	7%	14%
O=C(COC(=O)CC1CC2CCC1C2)NCc1ccc(F)cc1 (stereo not drawn)	44%	0.4%	-8%	/	-18%
COc1ccc(-c2csc(NC(=O)COC(=O)Cc3ccc(Cl)cc3Cl)n2)cc1	14%	/	1%	-4%	/
Cc1ccnc(NC(=O)CCCOc2ccccc2)c1	77%	0.6%	8%	-8%	-5%
CCOc1ccc(NC(=O)CSc2nc3cccnc3n2CCOC)cc1	23%	0.9%	50%	-1%	2%
Cc1ccc(S(=O)(=O)N2CCC(C(=O)NCc3ccccc3Cl)CC2)cc1	14%	i	-2%	-2%	-25%

Structural class, the compounds so far with bromine (2)
SMILES	tuberculosis growth	VEEV TC-83 Vero	H37Rv inhibition	PhoP GFP inhibition	H1N1 NS1A inhibition	others
COc1ccc(Br)cc1C(=O)Nc1ccc(N2CCN(S(C)(=O)=O)CC2)cc1	6%	3.0%	-8%	-9%	0%	VEEV TC-83 Vero 10K pilot screen=4.6
Cc1ccc(S(=O)(=O)N2CCCN(S(=O)(=O)c3ccccc3Br)CC2)cc1	/	0.1%	/	/	-20%

Compound activity from PubChem.
